Bioassay records: PubChem, several laboratories
MsrA inh = inhibits bovine methionine sulfoxide reductase A. actives 0.75% (n = 360,000). inhibition, % at 15.5 µM. AID 651718. purified bovine MsrA, absorbance read-out; in the data active = inhibition above about 4.5%;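 note: 0% = vehicle wells with enzyme and 100% = reference inhibitor wells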
CendR NRP1 mod = alters CendR peptide binding to human NRP-1. O14786. FAM-RPARPAR peptide binding to NRP-1, fluorescence polarization. inhibition, % at 25 µM. actives 0.85% (n = 360,000);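 active = inhibition or corrected inhibition above about 18%, plus a signal ratio from 0.5 to 1.5, limit read from the data, passing the limit was not always enough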; note: strong numbers were not always called active
SUMO1 PPI mod = alters human SUMO1 binding to SIM partners; SUMO1 binding to a labelled peptide, TR-FRET, 1 h; inhibition, % at 20 µM; P63165; actives 0.33% (n = 360,000); AID 602429; in the data active = inhibition above about 37%
Target sequence (P63165 whole entry, looked up): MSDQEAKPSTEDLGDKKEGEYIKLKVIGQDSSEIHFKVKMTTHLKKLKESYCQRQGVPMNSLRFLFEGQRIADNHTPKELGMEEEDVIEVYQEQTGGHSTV
Scp-1 inhibitor = Scp-1 (human) phosphatase inhibition; inhibition, % at 20 µM; actives 0.88% (n = 340,000); Q9GZU7; Recombinant Scp1, phosphopeptide, malachite green phosphate absorbance; AID 493091;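 active = inhibition above about 50% at 20 µM, limit read from the data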;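 note: plate controls were DMSO wells with enzyme for no effect and wells lacking enzyme for full effect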
Target sequence (Q9GZU7 76-261 limits assumed): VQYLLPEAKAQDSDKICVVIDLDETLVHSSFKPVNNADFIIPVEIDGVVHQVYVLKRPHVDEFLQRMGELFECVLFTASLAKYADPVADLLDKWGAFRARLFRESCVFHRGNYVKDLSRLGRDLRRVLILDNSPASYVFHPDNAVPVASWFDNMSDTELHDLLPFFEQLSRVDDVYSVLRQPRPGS
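System: truncated SCP-1 phosphatase (76-261aa); medium: Tris acetate buffer pH 5.5 with MgCl2 and Tween-20; incubation: 45 min room-temperature reaction, 5 min colour, 30 min stabiliser; compound: single 20 µM dose, 1% DMSO; reagent: Phosphorylated 17-residue peptide substrate; read-out: % inhibition at 20 µM; technique: colorimetric free-phosphate detection, absorbance 630 nm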
E coli Lon inh = inhibits E. coli Lon protease; P0A9M0; purified E. coli Lon protease, fluorescence polarization; inhibition, % at 7.94 µM; actives 0.42% (n = 360,000); in the data active = inhibition above about 13%, passing the limit was not always enough;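 note: 0% = enzyme with probe and DMSO and 100% = no enzyme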
bovine MsrA act = activates bovine MsrA enzyme. purified bovine MsrA, absorbance read-out. activation, % at 10.6 µM. actives 0.3% (n = 360,000); in the data active = activation above about 7.5%;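 note: 0% = vehicle and 100% = reference activator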
STEP block = STEP (human) phosphatase inhibition | recombinant STEP, OMFP fluorogenic substrate, fluorescence | AID 588621 | inhibition, % at 20 µM | actives 0.25% (n = 360,000) | P54829;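 active = inhibition at 20 µM, scaled per plate between control wells, above about 37%, limit read from the data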;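 note: 0% = DMSO with enzyme and substrate and 100% = substrate only without enzyme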
Target sequence (P54829 whole entry, looked up): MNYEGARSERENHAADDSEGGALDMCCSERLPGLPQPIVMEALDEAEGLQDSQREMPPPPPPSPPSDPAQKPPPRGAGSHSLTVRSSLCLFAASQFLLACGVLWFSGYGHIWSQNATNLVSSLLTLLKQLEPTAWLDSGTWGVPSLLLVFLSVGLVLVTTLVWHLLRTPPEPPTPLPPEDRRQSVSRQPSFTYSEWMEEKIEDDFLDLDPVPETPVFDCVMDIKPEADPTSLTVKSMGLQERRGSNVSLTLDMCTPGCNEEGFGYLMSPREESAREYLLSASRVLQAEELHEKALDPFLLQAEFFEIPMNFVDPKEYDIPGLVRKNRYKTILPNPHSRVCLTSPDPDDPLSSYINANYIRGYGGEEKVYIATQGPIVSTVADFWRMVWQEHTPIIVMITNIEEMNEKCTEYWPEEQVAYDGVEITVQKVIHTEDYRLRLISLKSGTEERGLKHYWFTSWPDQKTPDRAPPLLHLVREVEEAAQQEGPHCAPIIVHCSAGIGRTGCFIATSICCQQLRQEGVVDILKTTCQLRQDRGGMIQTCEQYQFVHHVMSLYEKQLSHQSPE
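Also added – OMFP at 25 µM · Test system – STEP tyrosine phosphatase · Technique – FITC-channel fluorescence of OMFP product · Schedule – 20 min at room temperature, dark · Evaluation – control-normalized % inhibition with plate pattern correction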
TbMetRS inhib = blocks T. brucei methionyl-tRNA synthetase activity; inhibition, % at 11.9 µM; AID 624268; actives 0.4% (n = 360,000); purified T. brucei MetRS, ATP depletion, Kinase-Glo luminescence;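 active = inhibition above a per-plate cutoff of the control wells' mean inhibition plus 3 SD, cut at about 5.5% in these data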;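 note: 0% = DMSO wells median and 100% = median of wells with control inhibitor compound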
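Material: parasite MetRS enzyme / Replication: singlicate, one well per compound / Signal: luminescence of leftover ATP / Schedule: 2 h aminoacylation at 25 °C after 15 min preincubation / Medium: HEPES-MgCl2-KCl buffer plus DTT, spermine, BSA, pyrophosphatase / Doses: 11.9 µM single point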
DNMT1 block = DNMT1 (human) enzyme inhibition; DNMT1 molecular beacon, Hinp1I cleavage, fluorescence; inhibition (reported as % activation of signal), % at 10 µM; AID 588458; P26358; actives 0.83% (n = 360,000); in the data active = inhibition above about 50%
LMPTP block = blocks human LMPTP phosphatase | inhibition, % at 20 µM | P24666 | AID 651560 | recombinant LMPTP-A, OMFP fluorogenic substrate, fluorescence intensity | actives 0.22% (n = 360,000);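 active = compounds that cut the enzyme signal by at least half of the control window in the single-dose screen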;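 note: plate controls were DMSO wells with enzyme plus substrate for no effect and substrate without enzyme for full effect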
Target sequence (P24666 whole entry, looked up): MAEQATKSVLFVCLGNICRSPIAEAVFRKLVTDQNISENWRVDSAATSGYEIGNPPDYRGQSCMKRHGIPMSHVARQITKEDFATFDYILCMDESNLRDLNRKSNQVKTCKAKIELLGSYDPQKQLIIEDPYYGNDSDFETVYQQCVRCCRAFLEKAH
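test system = LMPTP-A | amount = 0.625 nM LMPTP-A final | reagent = fluorogenic phosphatase substrate OMFP at 400 µM final | incubation = 50 min at room temperature | benchmarks = no-enzyme low control, uninhibited high control | medium = Bis-Tris pH 6.0, DTT, detergent | signal = fluorescence intensity of OMFP turnover product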
Starred values were filed as active, the others as inactive; . = no result given.

SMILES | MsrA inh | CendR NRP1 mod | SUMO1 PPI mod | Scp-1 inhibitor | E coli Lon inh | bovine MsrA act | STEP block | TbMetRS inhib | DNMT1 block | LMPTP block
C=CCn1c(=O)c2ccccc2n2c(SCc3nc4ccccc4s3)nnc12 | -1.5 | -14 | 1 | 0 | -3 | -1 | 4 | -0.5 | 0 | 0.6
CCOc1ccc(-c2nc3ccccc3c(=O)o2)cc1 | 0.1 | 5 | -1 | 3 | -4 | -13 | 0 | -1.3 | 2 | -1.6
C=C1C2C[C@H](O)C(C)(C)[C@@]2(O)[C@H](O)C[C@]23C[C@@](C)(O)[C@H](CC[C@H]12)[C@H]3O (stereo partly specified) | 0.1 | -2 | 0 | -4 | -4 | -3 | -2 | 0.3 | 3 | -0.6
CC(C)c1nc2c(c(=O)c3ccccc3n2C)c(=O)n1-c1ccc(F)cc1 | 0.4 | -2 | 4 | -6 | -7 | -4 | 0 | -0.6 | -1 | -2.5
Cc1ccc(N2CC(C(=O)Nc3ccc(S(=O)(=O)N4CCOCC4)cc3)CC2=O)cc1 (stereo unspecified) | -0.4 | 10 | 1 | -7 | 3 | -2 | 1 | -0.2 | -5 | -0.5
CCCCCn1c(CN2CCN(c3cccc(Cl)c3)CC2)nc2c1c(=O)n(C)c(=O)n2C | -1.2 | 11 | 6 | -7 | -9 | -1 | 5 | -0.4 | -7 | 2.5
Cc1[nH]nc(-c2cccnc2)c1N=NN(C)C | 0.2 | 12 | -5 | -3 | -11 | -1 | -4 | -0.2 | 4 | -1.6
Cc1ccc2cccc(O)c2[n+]1[O-] | 1.6 | 4 | -6 | -4 | 12 | 3 | 2 | 0.5 | -16 | 0.0
CCOC(=O)c1c(C)nn(-c2ncccc2NC(=O)CCC(=O)O)c1C | -0.6 | 22 | 1 | 4 | -3 | -1 | -2 | -0.3 | 3 | -1.4
CC(=O)NC(c1cc(Cl)c2cccnc2c1O)C1CC1 (stereo unspecified) | 3.0 | -1 | -14 | -2 | 2 | -1 | 0 | 0.2 | 1 | 0.8

Reformatted: entries from further up.
Molecule: C=C1C2C[C@H](O)C(C)(C)[C@@]2(O)[C@H](O)C[C@]23C[C@@](C)(O)[C@H](CC[C@H]12)[C@H]3O (stereo partly specified)
  MsrA inh: 0.1
  CendR NRP1 mod: -2
  SUMO1 PPI mod: 0
  Scp-1 inhibitor: -4
  E coli Lon inh: -4
  bovine MsrA act: -3
  STEP block: -2
  TbMetRS inhib: 0.3
  DNMT1 block: 3
  LMPTP block: -0.6

Molecule: CC(C)c1nc2c(c(=O)c3ccccc3n2C)c(=O)n1-c1ccc(F)cc1
  MsrA inh: 0.4
  CendR NRP1 mod: -2
  SUMO1 PPI mod: 4
  Scp-1 inhibitor: -6
  E coli Lon inh: -7
  bovine MsrA act: -4
  STEP block: 0
  TbMetRS inhib: -0.6
  DNMT1 block: -1
  LMPTP block: -2.5

Molecule: Cc1ccc(N2CC(C(=O)Nc3ccc(S(=O)(=O)N4CCOCC4)cc3)CC2=O)cc1 (stereo unspecified)
  MsrA inh: -0.4
  CendR NRP1 mod: 10
  SUMO1 PPI mod: 1
  Scp-1 inhibitor: -7
  E coli Lon inh: 3
  bovine MsrA act: -2
  STEP block: 1
  TbMetRS inhib: -0.2
  DNMT1 block: -5
  LMPTP block: -0.5

(more compounds)
SMILES | MsrA inh | CendR NRP1 mod | SUMO1 PPI mod | Scp-1 inhibitor | E coli Lon inh | bovine MsrA act | STEP block | TbMetRS inhib | DNMT1 block | LMPTP block
COc1ccc(/C=C/C(=O)c2ccc3c(c2)OCCO3)cc1[N+](=O)[O-] | 0.4 | -6 | -16 | -10 | 4 | -11 | -3 | -0.3 | 15 | 1.0
Cc1cc(C(=O)COC(=O)c2ccc[nH]c2=O)c(C)n1-c1ccccc1 | 1.7 | 2 | -5 | -8 | 2 | -2 | 2 | -0.1 | -1 | -0.3
CC1(C(=O)OCC(=O)NNC(=O)COc2ccc(Cl)cc2)CC1(Cl)Cl (stereo unspecified) | -0.5 | 18 | -1 | -2 | -6 | -5 | 0 | -0.3 | 2 | -1.5
COC(=O)C1=C(O)/C(=C\c2ccc(CNS(=O)(=O)c3ccccc3)o2)N=C1C | 1.8 | -48 | 13 | 3 | 1 | -3 | 0 | 0.6 | 29 | 0.2
O=C1CCCN1CCCNc1ccc(S(=O)(=O)N2CCCCC2)cn1 | 0.2 | 19 | -3 | -7 | 5 | 3 | 4 | -1.0 | 0 | -0.3
CCOc1ccccc1N(CC(=O)NCC1CCCO1)C(=O)CNS(=O)(=O)c1ccccc1 (stereo unspecified) | -0.3 | 4 | -1 | 9 | 8 | -11 | -3 | -1.8 | 5 | -1.7
Nc1nnc(-c2ccccc2)s1 | -0.3 | -4 | -4 | -11 | 2 | -1 | 17 | 0.1 | 6 | 0.9
CCOc1ccccc1N1CC(C(=O)NNC(=O)c2cc(OC)c(OC)c(OC)c2)CC1=O (stereo unspecified) | 0.9 | 8 | 0 | -6 | -11 | -5 | -3 | -0.1 | 3 | -1.1
CCCCNC(=O)C1(C)CCN1C(=O)c1ccncc1 (stereo unspecified) | 0.0 | -4 | 3 | . | -12 | -2 | 0 | 0.0 | -2 | -2.8
C=CCN1C(=O)c2ccc(C(=O)N3CCC(C(=O)OCC)CC3)cc2C1=O | -0.5 | -3 | -15 | -1 | -1 | -3 | 0 | -0.2 | 1 | -1.2
C#CCN1c2ccccc2Sc2cccnc21 | 0.3 | 11 | -5 | -2 | 165* | -2 | -3 | -0.1 | 0 | 2.6
CCOC(=O)CSc1nc2ccc(S(=O)(=O)N3CCOCC3)cc2[nH]1 | 0.4 | 11 | 2 | 1 | -8 | -3 | 1 | 0.0 | 1 | -0.2
O=C(NCCCn1ccnc1)c1ccc2nccnc2c1 | -0.5 | 13 | -38 | 7 | -2 | -11 | 1 | -0.8 | 7 | -3.7
CCn1c(=O)n(CC)c2cc(N3CCCC3)c(NC(=O)c3cccc(OC)c3)cc21 | 0.0 | 19 | 5 | -9 | -4 | 2 | 2 | -0.1 | -4 | 0.1
CC(C)(C)OC(=O)N[C@@H](Cc1ccccc1)C(=O)N[C@@H](CO)[C@H](O)[C@@H]1C[C@@H]1C(=O)NC1CCCCC1 | -0.2 | 8 | 0 | -4 | -11 | -1 | 0 | -0.3 | 2 | -0.9
CC1N(C(=O)N2CCOCC2)CCN1S(=O)(=O)c1ccc(Cl)cc1 (stereo unspecified) | -0.1 | -4 | -5 | -5 | 1 | 0 | 0 | 0.5 | 2 | 0.2
O=C(c1[nH]c(C(F)(F)F)nc1-c1ccccc1)N1CCC2(CC1)C(=O)NCN2c1ccccc1 | -0.3 | 16 | 10 | . | -3 | -1 | -1 | -0.3 | 0 | -1.7
CN(C)c1ccc(S(=O)(=O)NCC(=O)OCC(=O)NC(=O)C2CCCCC2)cc1[N+](=O)[O-] | 0.3 | -4 | -23 | 10 | -3 | -9 | 4 | -0.3 | 5 | 0.6
COC(=O)c1ccc(CNC(=O)COC(=O)/C=C/c2ccc(O)c(OC)c2)cc1 | 2.3 | 10 | -1 | 16 | -11 | -5 | 0 | -0.3 | -4 | -1.4
CC(C)OP(=O)(OC(C)C)C(NC(=O)c1ccc(Br)cc1)c1ccccc1 (stereo unspecified) | -0.1 | 4 | 0 | -9 | -5 | 0 | -2 | -0.4 | 2 | -0.1
Cc1noc(C)c1NC(=O)Nc1ccc2c(c1)C(=O)N([C@@H](C)CO)C[C@@H](C)[C@@H](CN(C)Cc1ccc3c(c1)OCO3)O2 | -0.2 | -5 | 2 | 21 | -5 | -3 | 2 | -0.3 | 1 | -1.2
CC(C)(C)NC(=O)C(Cc1ccccc1)NS(=O)(=O)c1cccc2nsnc12 (stereo unspecified) | -0.4 | -5 | -20 | -4 | 2 | -11 | 2 | -2.4 | 1 | -0.6
O=C(CSc1nncn1-c1ccccc1)NCc1cccs1 | -0.2 | 2 | 0 | -3 | -4 | -1 | 3 | 0.0 | -1 | -1.0
CC1(C)OC(C(O)(c2ccccc2)c2ccccc2)[C@@H](C(O)(c2ccccc2)c2ccccc2)O1 (stereo partly specified) | -0.3 | -4 | 5 | 0 | 0 | -1 | -3 | -0.2 | -12 | 2.4
COc1ccccc1-n1cc(-c2ccc(Br)cc2)[nH]c1=S | 0.6 | 6 | -1 | -3 | 2 | -1 | 3 | 2.2 | -3 | 1.7
CCOc1cc(CNC(C)(C)C)ccc1OCC(=O)Nc1cccc(C(F)(F)F)c1 | -1.1 | -2 | -3 | -5 | -6 | -2 | 1 | -0.1 | -4 | -2.2
CCn1cc(SCC(N)=O)c2ccccc21 | 1.0 | 1 | -5 | -8 | 11 | -2 | -3 | -0.7 | -1 | -1.2
Cc1ccc(N=Nc2cc(C)ccc2O)c(C)c1 | -0.6 | 7 | -1 | -13 | -2 | 10* | 3 | -0.9 | 3 | 2.0
Cc1ccc(NC(=O)N(Cc2nc3ccccc3c(=O)[nH]2)Cc2cccs2)cc1 | -1.0 | -1 | -1 | -11 | -9 | -3 | -2 | -0.4 | -2 | -1.8
O=C(NCCc1ccccc1)C1CCCN(S(=O)(=O)c2cnc[nH]2)C1 (stereo unspecified) | -0.8 | -13 | -4 | -9 | 1 | 0 | -3 | -0.4 | -1 | 0.0
CC(C)N(C(=O)[C@H]1CC(CC(=O)NCC23CC4CC(CC(C4)C2)C3)C(=O)N2CCc3c([nH]c4ccccc34)[C@]12C)C(C)C (stereo partly specified) | 0.4 | -5 | 0 | -8 | 5 | -2 | 0 | -0.2 | -12 | 2.1
COC(=O)C(Oc1ccc2c(-c3ccc(OC)cc3)cc(=O)oc2c1)c1ccccc1 (stereo unspecified) | 1.4 | -10 | 8 | -8 | 6 | -3 | 0 | 0.0 | -2 | 2.9
COc1ccc(Cl)cc1NS(=O)(=O)c1cccc(C(=O)N2CC(C)OC(C)C2)c1 (stereo unspecified) | 1.3 | 5 | 6 | -2 | -2 | -1 | -1 | -0.1 | 0 | -0.4
CCCCNC(=O)CCNS(=O)(=O)c1ccc(Br)cc1 | -0.8 | 6 | -7 | -9 | -8 | -8 | -1 | -1.0 | 3 | -1.1
O=C(NCCc1c[nH]c2ccccc12)c1ccc(S(=O)(=O)NCc2ccco2)cc1 | 1.0 | 4 | 2 | -11 | -5 | -2 | 2 | -0.7 | -5 | -0.6
Cc1ccc(-n2c(SCC(=O)Nc3ccc4c(c3)OCO4)nnc2-c2ccccn2)cc1 | 0.2 | -9 | 10 | -2 | -4 | 0 | 2 | -0.2 | 19 | -0.3
c1ccc(-c2nc3ccccc3o2)nc1 | 0.3 | 1 | 4 | 1 | -11 | 1 | 0 | -0.3 | 2 | -0.7
Cc1ccc(OCC(=O)NNC(=O)C2CCCO2)c(C)c1 (stereo unspecified) | 1.6 | 5 | -1 | 2 | 1 | -1 | -1 | -0.4 | 0 | 0.1
COc1cc(/C=C/C(=O)O)cc(S(=O)(=O)N2CCc3ccccc3C2)c1OC | 2.1 | -9 | -2 | -4 | 4 | -4 | -1 | 1.7 | 3 | 0.2
